Screens (PubChem BioAssay)
HEK293 NOD2/NF-kB: NOD2 signaling inhibitors, cell-based, luminescence, uHTS, HEK293 (AID 1566) | HEK293 NOD2/NF-kB luciferase reporter, luminescence; higher % means a stronger effect | one-dose inhibition, % at 4 µM; EC50 in µM for titrated hits | 290,000 compounds, 0.63% hits; note: many of its hits are not listed in these tables
Myeloid diff 2: induction of myeloid progenitor differentiation, primary screen, cell-based, flow cytometry, MLPCN library; 360,000 compounds, 1% hits; ER-HoxA9 myeloid progenitors, lysozyme-GFP differentiation; AID 624256, 2012; calls only at 10 µM;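 active = normalized GFP-positive differentiation at or above the plate's own cutoff, the solvent-only control mean plus 3 SD; inconclusive = no clear call, values can overlap the other calls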;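 note: cells exposed to compound for four days before flow analysis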
LYP inhibition: inhibitors of LYP phosphatase, biochemical, fluorescence intensity, uHTS (AID 1779); Tyrosine-protein phosphatase non-receptor type 22 (Homo sapiens); recombinant LYP phosphatase, fluorescence intensity; higher % means a stronger effect; inhibition, % at 11.5 µM, or IC50 in µM where a hit was titrated; 290,000 compounds, 0.054% hits;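 note: plate controls were vehicle with enzyme for no effect and no enzyme for full effect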
NS5 inhibitors: Dengue-2 NS5 methyltransferase inhibitors, primary screen, biochemical, confirmation dose response (AID 588689); Dengue-2 NS5 methyltransferase capping enzyme assay, biochemical; higher % means a stronger effect; inhibition, % at 25 µM, or IC50 in µM where a hit was titrated; Genome polyprotein (Dengue virus type 2 (strain 16681-PDK53)); 340,000 compounds, 0.3% hits; in the data active = a potency from the dose series; inconclusive = inhibition above about 29% without an active follow-up result
AID2073: inhibitors of Mint1-CaV2.2 protein interaction, biochemical, HTRF (AID 2073); Voltage-dependent N-type calcium channel subunit alpha-1B (Homo sapiens); HTRF protein-protein interaction, Mint1-CaV2.2; higher % means a stronger effect; one-dose inhibition, % at 20 µM; IC50 in µM for titrated hits; 290,000 compounds, 0.19% hits; in the data active = inhibition mostly above about 51%, no sharp cut-off; inconclusive = no clear call, values can overlap the other calls; inactive = mostly below about 53%; note: some results filed as inactive read as strong as hits
XIAP antagonists: XIAP antagonists, biochemical, IAP family, fluorescence polarization (AID 1018). XIAP BIR domain, fluorescence polarization peptide displacement; higher % means a stronger effect. displacement, % at 20 µM; hits with a dose series show IC50 in µM. 200,000 compounds, 0.007% hits; in the data active = displacement above about 50%; note: a part of the inactive calls stands beside numbers as strong as those of hits
HIV peptide binding: inhibitors of HIV fusion peptide binding, primary screen, biochemical, uHTS, fluorescence dequenching (AID 1986). cell-free peptide binding, fluorescence dequenching, 30 min; higher % means a stronger effect. inhibition, % at 20 µM; hits with a dose series show IC50 in µM. 290,000 compounds, 0.3% hits; in the data active = inhibition mostly above about 52%, no sharp cut-off; inactive = mostly below about 76%; note: some results filed as inactive read as strong as hits
Hep lipid drop: inhibitors of hepatocyte lipid droplet formation, primary screen, imaging, high-throughput imaging, BODIPY stain | 240,000 compounds, 0.4% hits | AML12 mouse hepatocytes, oleate lipid droplets | inhibition, % at 6.5 µM;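 active = lipid droplet intensity inhibited by at least 50%, with more than 500 cells counted; inconclusive = wells with under 300 cells, treated as cytotoxic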
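Material – mouse AML12 hepatocyte cell line, fixed after treatment · Compound dosing – one dose, 6.5 µM compound · Times – compound with oleate, overnight · Measured by – Image-based BODIPY and DAPI two-channel analysis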
Siah-1 displacement: Siah-1 peptide-binding antagonists, primary screen, biochemical, fluorescence polarization, rhodamine-plectin, uHTS (AID 1817); Siah-1 / rhodamine-plectin peptide fluorescence polarization; higher % means a stronger effect; one-dose displacement, % at 20 µM; IC50 in µM for titrated hits; 290,000 compounds, 0.02% hits;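 active = displacement of at least 50% at 20 µM, with a fluorescence ratio check between 0.3 and a set limit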;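 note: plate controls were Siah plus tracer with DMSO for no effect and tracer alone without Siah for full effect; strong numbers were not always called active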
Hep lipid drop cells 6.5 µM: also measured in Hep lipid drop; calls as there; cell count; measured here: cell count, cytotoxicity flag;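 cells counted across two imaged fields per well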
NS5 inhibitors pilot replicate: second read-out of NS5 inhibitors, no call of its own (marks repeat the call); inhibition, %; measured here: pilot screen replicate inhibition
Myeloid diff 2 GFP+ MAC1+ %: second read-out of Myeloid diff 2, no call of its own (marks repeat the call); GFP+ MAC1+ double positive, %; measured here: differentiation confirmed by MAC1 staining
* marks the source's active call; other numbers are inactive results; i = inactive; ? = inconclusive; . = not tested or not shown. Cut-off read from the data, not from the text of the source, unless noted: active = inhibition above about 50%; inactive = the rest. These rows are one share of the data; rates above refer to the full screens.

SMILES	HEK293 NOD2/NF-kB	Myeloid diff 2	Myeloid diff 2 GFP+ MAC1+ %	LYP inhibition	NS5 inhibitors	AID2073	XIAP antagonists	HIV peptide binding	Hep lipid drop	Hep lipid drop cells 6.5 µM	Siah-1 displacement	others
COc1ccc(S(=O)(=O)N(C)CC(=O)Nc2ccc3c(c2)OCO3)cc1	-3%	i	5.4	-4%	-8%	6%	-24%	-1.8%	-2	781	3%
O=C(CCC(=O)CCN1CCCCC1)CCN1CCCCC1	-8%	i	0.0	-6%	-1%	-1%	112%	3.0%	-23	683	9%
Cc1cc(OCC(=O)NNC(=S)NCC2CCCO2)cc(C)c1Cl (centres undefined)	-2%	i	1.1	-5%	-3%	-27%	.	-1.3%	36	806	-2%
CC(C)(C)c1ccc(OCC(O)CN2CCN(c3ccccn3)CC2)cc1 (centres undefined)	-35%	i	2.0	0%	-4%	0%	.	1.7%	-1	699	5%
COCCNC(=O)C1CCCN(S(=O)(=O)c2ccc3c(c2)CC(C)N3C(=O)C2CC2)C1 (centres undefined)	12%	i	2.6	-7%	-1%	0%	.	1.3%	0	587	5%
COc1cc(C(=O)Nc2nnc(C)s2)c([N+](=O)[O-])cc1OC	6%	i	0.6	0%	-6%	-2%	.	1.1%	-3	740	-2%
COc1ccccc1N1C(=NC(=O)C(C)Oc2ccccc2)SC2CS(=O)(=O)CC21 (centres undefined)	12%	i	1.8	0%	0%	-5%	.	2.1%	-26	777	-2%
O=C1CCc2cc(S(=O)(=O)N3CCN(Cc4ccc5c(c4)OCO5)CC3)ccc2N1	2%	i	1.2	-9%	-6%	1%	-5.8%	-1.0%	.	.	-5%
COc1ccc(/C=C2\SC(N3CCc4ccccc4C3)=NC2=O)cc1OC	20%	i	0.6	0%	-3%	-7%	-2.4%	-4.3%	29	661	-8%
Cc1ccc(C(NC(=O)N2CCCC2)C(Cl)Cl)cc1F (centres undefined)	-5%	?	.	-1%	-10%	-1%	-9.4%	-0.5%	-8	689	-3%
O=C(NCc1ccc(F)cc1)c1cc(-c2ccncc2)nc2ccccc12	-4%	i	1.1	-5%	-4%	-10%	.	0.0%	-19	835	9%
O=C1CCN(C(=O)Nc2ccccc2Cl)N1	3%	i	0.8	-2%	-8%	20%	-6.2%	2.6%	.	.	2%
CN(CC(=O)Nc1ccc(F)c(F)c1F)C1CCCCC1	-8%	i	2.3	-4%	-1%	-2%	-2.9%	-0.5%	11	745	4%
CCC1CCc2c(sc(NC(=O)c3cnccn3)c2C(N)=O)C1 (centres undefined)	14%	.	.	-7%	-11%	6%	.	1.1%	-3	783	4%
Cc1cccc(S(=O)(=O)Nc2nc3ccccc3nc2NCc2ccc3c(c2)OCO3)c1	0%	i	0.8	7%	1%	-4%	0.3%	0.6%	9	667	5%
Cn1cc([N+](=O)[O-])c(C(=O)NCc2cc3cc(Cl)ccc3[nH]2)n1	4%	i	0.3	-7%	-8%	6%	0.4%	1.0%	-17	637	7%
CCC(=O)Nc1ccc(C(=O)CSc2nnc(-c3ccc(O)cc3)n2CC2CCCO2)cc1 (centres undefined)	6%	i	0.9	-11%	-3%	-4%	-6.1%	1.0%	16	823	-7%
COc1cc(C)ccc1OCCOc1c(C)cc(Cl)cc1Cl	5%	i	0.6	-3%	-2%	0%	-1.0%	0.7%	8	684	-4%
CCC(C)NC(=O)c1cccc(OCc2c(C)noc2C)c1 (centres undefined)	30%	i	1.0	-9%	5%	-3%	-3.7%	-0.3%	30	659	0%
CCCc1nc(SCC(=O)NCC2CCCO2)c2c(=O)n(C)c(=O)n(C)c2n1 (centres undefined)	22%	i	5.8	-5%	-3%	2%	.	-0.8%	15	675	12%
O=C1C=C(c2ccccc2)OC2(CCCC2)O1	-15%	i	1.4	0%	3%	-3%	-6.6%	-3.5%	-2	607	-8%	NS5 inhibitors pilot replicate=1.5
COc1ccccc1C(=O)Nc1nnc(S(=O)(=O)N(C)Cc2ccccc2)s1	32%	i	2.2	-7%	-12%	7%	.	5.4%	11	720	4%
Cc1ccc(/C=N/NS(=O)(=O)c2ccccc2)o1	15%	i	0.5	-8%	-3%	10%	-2.9%	-2.7%	7	769	-1%
O=C(CCS(=O)(=O)c1ccc2c(c1)NC(=O)CS2)NCc1cccs1	1%	i	0.9	1%	-10%	-2%	.	2.7%	-2	794	-3%
COc1cccc(CN2CCCC(C(=O)Nc3ccc(-c4cscn4)cc3)C2)c1 (centres undefined)	15%	i	1.0	-9%	-6%	0%	.	-1.0%	-46	712	0%

The list goes on:
SMILES	HEK293 NOD2/NF-kB	Myeloid diff 2	Myeloid diff 2 GFP+ MAC1+ %	LYP inhibition	NS5 inhibitors	AID2073	XIAP antagonists	HIV peptide binding	Hep lipid drop	Hep lipid drop cells 6.5 µM	Siah-1 displacement	others
COC(=O)Cc1cc(=O)oc2cc(O)ccc12	-3%	i	0.2	-42%	1%	?	-5.7%	-1.8%	35	727	1%
C=CCn1c(=S)sc2c(=O)[nH]c(C)nc21	14%	i	0.7	-3%	.	13%	.	-1.9%	-12	703	9%
CCOC(=O)Cn1nc(NC(=O)COc2ccc(F)cc2)cc1C	4%	i	1.0	1%	-5%	6%	.	1.3%	-1	821	-6%
COc1ccc(NC(=O)Cc2ccc(Cl)c(Cl)c2)cn1	7%	i	0.1	-8%	-5%	15%	-3.1%	3.6%	-9	730	7%
CCCC(=O)NCCc1ccc(F)cc1	0%	i	1.0	-9%	0%	-2%	-4.8%	-1.3%	2	813	-5%
NC(=O)CCC(C(=O)O)N1C(=O)c2ccc(O)cc2C1=O (centres undefined)	2%	i	0.8	-2%	-1%	14%	.	0.5%	3	734	5%
CCCCCCCCC(=O)N/N=C(\C)c1cccnc1	18%	i	0.5	-9%	-6%	-5%	-2.1%	1.9%	-17	652	4%
O=C1NC(=O)/C(=C/c2cccc(O)c2)N1	-8%	i	0.4	-7%	2%	25%	.	0.6%	2	753	-8%
COc1ccc(NC(C)=O)cc1NC(C)C(=O)Nc1ccc(F)c(F)c1F (centres undefined)	2%	i	0.6	-12%	11%	-8%	-3.5%	-2.7%	-3	674	0%
O=C(Nc1cccc2nsnc12)c1ccc(F)cc1	-17%	i	0.9	1%	.	19%	-4.1%	-1.2%	-7	762	-8%
CCOc1ccc(N=Cc2c(C)[nH]n(-c3nc4ccccc4[nH]3)c2=O)cc1	9%	i	0.4	-8%	1%	-9%	-8.2%	0.5%	-6	622	1%
Cc1ccc2c(Cl)c(C(=O)NCCCn3ccnc3)sc2c1	4%	i	0.5	2%	2%	20%	-7.8%	1.4%	-25	722	5%
COc1cc(CCCN2C(=O)C(=O)NC[C@@H]2Cc2ccc(O)cc2)cc(OC)c1OC	19%	i	0.9	-15%	-5%	-4%	.	0.8%	-3	649	-1%
CN(C)S(=O)(=O)c1cccc(NC(=O)COC(=O)CNC(=O)c2cccc([N+](=O)[O-])c2)c1	8%	i	0.6	0%	-3%	4%	.	-2.3%	-15	670	7%
O=C(N/N=C/c1ccco1)c1ccc(OCc2ccccc2)cc1	-1%	i	0.9	-4%	-5%	7%	.	0.8%	-4	678	-1%
Cc1cc(C)c(NC(=O)Cn2c(=O)n(-c3ccc(CC(=O)NCC4CCCO4)cc3)c(=O)c3ccccc32)c(C)c1 (centres undefined)	-2%	i	0.8	-2%	-4%	14%	-7.0%	-1.0%	-4	709	-4%
COc1ccc(NC2(c3ccccc3)OC(=O)c3ccccc32)cc1 (centres undefined)	10%	i	0.3	-2%	-4%	-2%	-5.3%	-1.6%	-2	768	-10%
S=C(NCc1ccc(Cl)cc1)NN1CCOCC1	21%	i	0.0	1%	-2%	7%	-0.2%	-0.8%	5	708	3%
Nc1ccc(C(=O)OCc2nc3cc4ccccc4cc3[nH]2)cc1	-39%	i	0.1	2%	1%	8%	-4.3%	-2.0%	-8	667	-1%
O=C(CSc1cccc2cccnc12)Nc1cccc(S(=O)(=O)N2CCOCC2)c1	25%	i	0.7	0%	-3%	5%	0.1%	0.7%	4	697	0%
CN(C)S(=O)(=O)c1cccc(C(=O)NCCNC(=O)c2cccc(S(=O)(=O)N(C)C)c2)c1	21%	i	0.5	-6%	1%	11%	.	-1.9%	6	813	-10%
Cc1cccc(OCC(=O)NC(=S)Nc2ccc(S(=O)(=O)NC3CCCCC3)cc2)c1	10%	i	1.1	10%	0%	6%	-3.8%	1.9%	-11	784	-3%
Cc1ccc(-c2nn(-c3ccccc3)cc2CO)cc1	-35%	i	0.3	-6%	-8%	10%	.	-1.8%	-5	812	4%
CCc1ccccc1N(CC(=O)NCCSCc1ccco1)S(C)(=O)=O	10%	i	2.0	4%	3%	5%	-2.0%	-0.7%	.	.	-1%
CCN(CC)S(=O)(=O)c1ccc(C(=O)NCC(c2cccs2)N2CCOCC2)cc1 (centres undefined)	4%	i	1.8	5%	0%	0%	0.4%	2.6%	-1	621	2%
CNC(=O)c1ccc2nc(NC(C)=O)sc2c1	-32%	i	7.5	2%	3%	11%	4.0%	1.3%	-4	628	7%
COc1ccccc1C(=O)NCC(=O)NC(C)CCc1ccccc1 (centres undefined)	18%	i	2.5	-10%	-5%	15%	.	1.0%	10	664	5%
COCCCNC(=O)/C(C#N)=C/c1c(N2CCN(C)CC2)nc2ccccn2c1=O	-1%	i	0.7	-43%	-1%	19%	.	-0.5%	10	833	-8%
O=C(NCCN1C(=O)C2C3C=CC(C3)C2C1=O)N1CCOCC1 (centres undefined)	11%	i	2.3	-5%	5%	6%	-4.8%	1.4%	8	685	0%

Not a retest: five of the compounds above.
SMILES	HEK293 NOD2/NF-kB	Myeloid diff 2	Myeloid diff 2 GFP+ MAC1+ %	LYP inhibition	NS5 inhibitors	AID2073	XIAP antagonists	HIV peptide binding	Hep lipid drop	Hep lipid drop cells 6.5 µM	Siah-1 displacement	others
COc1ccc(NC(C)=O)cc1NC(C)C(=O)Nc1ccc(F)c(F)c1F (centres undefined)	2%	i	0.6	-12%	11%	-8%	-3.5%	-2.7%	-3	674	0%
O=C(Nc1cccc2nsnc12)c1ccc(F)cc1	-17%	i	0.9	1%	.	19%	-4.1%	-1.2%	-7	762	-8%
CCOc1ccc(N=Cc2c(C)[nH]n(-c3nc4ccccc4[nH]3)c2=O)cc1	9%	i	0.4	-8%	1%	-9%	-8.2%	0.5%	-6	622	1%
Cc1ccc2c(Cl)c(C(=O)NCCCn3ccnc3)sc2c1	4%	i	0.5	2%	2%	20%	-7.8%	1.4%	-25	722	5%
COc1cc(CCCN2C(=O)C(=O)NC[C@@H]2Cc2ccc(O)cc2)cc(OC)c1OC	19%	i	0.9	-15%	-5%	-4%	.	0.8%	-3	649	-1%
